WRN helicase inh: qHTS for Inhibitors of WRN Helicase; Bifunctional 3'-5' exonuclease/ATP-dependent helicase WRN (Homo sapiens), Q14191; WRN helicase unwinding, fluorescent forked duplex, kinetic; Potency, µM (doses to about 114 µM), for the others: at the top dose activity change, negative = inhibition, most hits filed as inhibitors; actives 0.46% (n = 360,000); AID 651768, 2012; further: potency means the concentration at half of the fitted maximal effect; on the % scale 0 is the no-effect control and ±100 the full control effect; nearly all actives have a fitted effect of over 55% in size
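Kinetic red-fluorescence monitoring (525/598 nm) tracks WRN helicase activity after 100 nM fluorophore-quencher forked duplex and 2 mM ATP are added to 20 nM enzyme pretreated 15 min at room temperature with compound.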
FUS suppressor: qHTS for Suppressors of FUS Proteinopathy: Primary screen using FUS-linked yeast assay | S. cerevisiae FUS-expressing, growth rescue, OD600, 24 h | actives 0.24% (n = 390,000) | AID 1347120, 2019 | Potency, µM (series often up to 76.6 µM), without a hit: top-dose growth rescue (activation), most hits filed as activators;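 further: potency means the concentration at half of the fitted maximal effect; plate controls were DMSO vehicle for no effect and reference control for full effect; nearly all actives have a fitted effect of over 55% in size; some results filed as inactive show a strong effect at the top dose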
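Galactose (2%) drives FUS expression in yeast precultured in raffinose; seeding density OD 0.005. Test compounds incubated 24hr at 30C and 99% humidity before absorbance at 600 nm was measured.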
PLK1 PBD inh: qHTS for Inhibitors of PLK1-PDB (polo-like kinase 1 - polo-box domain): Primary Screen | Serine/threonine-protein kinase PLK1 (Homo sapiens), P53350 | Plk1 PBD binding of FITC phosphopeptide, fluorescence polarization | Potency, µM, without a hit: max response, negative = inhibition, hits mostly inhibitors | actives 2.8% (n = 360,000) | AID 720504, 2013; further: potency means the concentration at half of the fitted maximal effect; series mostly up to about 57 µM; on the % scale 0 is the no-effect control and ±100 the full control effect; nearly all actives have a fitted effect of over 65% in size
Target sequence (P53350 whole entry, looked up, the tested form may be a part): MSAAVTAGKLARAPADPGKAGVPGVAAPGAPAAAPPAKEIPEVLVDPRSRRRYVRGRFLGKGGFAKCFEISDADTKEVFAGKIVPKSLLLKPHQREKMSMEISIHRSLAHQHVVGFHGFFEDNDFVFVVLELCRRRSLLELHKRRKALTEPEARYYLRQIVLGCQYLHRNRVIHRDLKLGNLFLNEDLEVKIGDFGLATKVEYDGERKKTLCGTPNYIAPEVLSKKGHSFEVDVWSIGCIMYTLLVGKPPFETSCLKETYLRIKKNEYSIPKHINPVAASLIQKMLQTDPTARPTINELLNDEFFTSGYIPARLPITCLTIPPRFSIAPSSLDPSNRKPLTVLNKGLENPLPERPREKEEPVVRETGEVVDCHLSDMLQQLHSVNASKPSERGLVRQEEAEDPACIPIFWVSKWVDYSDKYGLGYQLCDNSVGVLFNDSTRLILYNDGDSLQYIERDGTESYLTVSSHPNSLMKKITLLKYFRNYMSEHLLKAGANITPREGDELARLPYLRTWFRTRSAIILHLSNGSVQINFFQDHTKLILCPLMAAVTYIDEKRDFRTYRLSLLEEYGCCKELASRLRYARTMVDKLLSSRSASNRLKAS
Abeta yeast res: qHTS for compounds that reverse cellular toxicity of Amyloid beta (A-beta) peptide in yeast: Primary Screen | yeast expressing A-beta42, growth rescue, OD600, 48 h; response scale: 0% DMSO, 100% iron-clioquinol control | Potency, µM (highest dose often 46.1 µM), for the others: at the top dose growth rescue, usual class: activators | actives 0.063% (n = 410,000); further: potency means the concentration at half of the fitted maximal effect; nearly all actives have a fitted effect of over 55% in size
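Growth rescue measured by 600 nm absorbance after 48 h yeast culture at 30 C with compound. Values normalized between DMSO and an equimolar ferric chloride plus clioquinol control.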
IL2 activator: qHTS of IL-2 Activators. IL-2 activation reporter assay, cell-based qHTS; stimulated with anti-CD3/CD4/CD28 beads; in transgenic mouse T cells. activation, % (series mostly up to about 46 µM). actives 0.065% (n = 360,000); in the data active means activation above about 50%; inconclusive means mostly about 30% to 49%; further: 0% is about no effect
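Using fluorescent plate cytometry, EGFP and DsRed are detected in transgenic mouse T cells stimulated 18 h at 37 degrees C with antibody-coated beads after 60 min compound pretreatment.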
EPAC1 agonist: qHTS for Agonist of cAMP-regulated guanine nucleotide exchange factor 3 (EPAC1): primary screen. Rap guanine nucleotide exchange factor 3 (Homo sapiens), O95398. EPAC1 agonist qHTS, biochemical assay; response scale: 100% = response to 6.5 mM cAMP. Potency, µM (highest dose often 154 µM), for the others: at the highest dose activation, actives largely listed as activators. actives 0.073% (n = 360,000); further: potency means the concentration at half of the fitted maximal effect; nearly all actives have a fitted effect of over 60% in size
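EPAC1 100 nM, Rap1B–BODIPY-GDP 250 nM, unlabeled GDP 50 uM; compound titration; 5 min RT; kinetic read ex480/em540 at 5-min intervals ×30 min; data normalized to 6.5 mM cAMP agonist control.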
aSyn yeast inh: qHTS of alpha-syn Inhibitors. Yeast expressing alpha-synuclein, growth rescue, BacTiter-Glo, 24 h. actives 0.14% (n = 370,000). Potency, µM (highest dose often 46.1 µM), for inactives: at the highest dose growth rescue (activation), most hits filed as activators. AID 652106, 2013; further: potency means the concentration at half of the fitted maximal effect; % of control where 0% means no effect; nearly all actives have a fitted effect of over 65% in size
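Rescue of yeast growth: cells expressing toxic alpha-synuclein, induced in galactose at OD600 0.02, incubated with compound 24 h at 30 C. ATP luminescence quantified growth; inhibitors of toxicity appear as activators.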
PI5P4K alpha inh: qHTS for Inhibitors of phosphatidylinositol 5-phosphate 4-kinase (PI5P4K) | Phosphatidylinositol 5-phosphate 4-kinase type-2 alpha (Homo sapiens), P48426 | PI5P4Kalpha enzyme, ADP-Glo luminescence, 60 min; active compounds read low | max response, % | actives 1.2% (n = 330,000); active means max response of -50% or lower; inconclusive means between -30% and -50%; inactive means -30% or higher; further: value at the top dose of about 77 µM; on the % scale 0 is the no-effect control and ±100 the full control effect
Target sequence (P48426 whole entry, looked up): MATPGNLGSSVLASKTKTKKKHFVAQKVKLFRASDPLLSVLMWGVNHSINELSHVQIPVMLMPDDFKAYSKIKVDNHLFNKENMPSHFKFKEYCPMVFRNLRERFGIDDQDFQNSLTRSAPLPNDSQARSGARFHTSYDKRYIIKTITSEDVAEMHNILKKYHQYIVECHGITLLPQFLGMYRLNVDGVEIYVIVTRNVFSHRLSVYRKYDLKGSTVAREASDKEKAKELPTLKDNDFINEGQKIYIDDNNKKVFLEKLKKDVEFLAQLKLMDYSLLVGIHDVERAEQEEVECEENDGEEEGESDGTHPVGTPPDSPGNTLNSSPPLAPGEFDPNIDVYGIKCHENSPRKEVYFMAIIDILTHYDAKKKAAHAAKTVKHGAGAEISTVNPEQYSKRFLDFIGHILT
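Human PI5P4Kalpha with substrate in 0.038 M HEPES pH 7.4, 0.28 mM EGTA, 0.1% CHAPS, 5% DMSO; reaction started with 5 microM ATP (final), 60 min at room temperature. ADP formed read by ADP-Glo luminescence.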
EPAC1 antagonist: qHTS for Antagonist of cAMP-regulated guanine nucleotide exchange factor 3 (EPAC1): primary screen; Rap guanine nucleotide exchange factor 3 (Homo sapiens), O95398; EPAC1 GEF assay, Rap1b-BODIPY-GDP exchange fluorescence; Potency, µM (top dose mostly 115 µM), for the others: at the highest dose activity change, negative = inhibition, hits mostly inhibitors; actives 0.14% (n = 360,000); AID 720709, 2013;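 further: potency means the concentration at half of the fitted maximal effect; plate controls were vehicle for no effect and positive control for full effect; nearly all actives have a fitted effect of over 50% in size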
* = called active by the depositor; ? = inconclusive; · = no result given; [ ] = remark or other dose. Unless noted, the call rests on the fitted dose curve; in most records, active means well fitted curve in the direction sought with a large enough effect; inconclusive means small, poorly fitted or top-dose-only effect, or another doubt; inactive means no such curve, though single readings can be large; an effect the other way counts as inactive or inconclusive.

entry	Structure	WRN helicase inh	FUS suppressor	PLK1 PBD inh	Abeta yeast res	IL2 activator
1	COc1ccc(S(=O)(=O)NCc2ccco2)cc1C(=O)N1CCCCC1	10%	13%	-4%	-21%	-0.1
2	Cn1c(=O)n(CC(=O)N2CCN(c3nnc(-c4ccccc4)c4ccccc34)CC2)c2ccccc21	15%	22%	-9%	4%	-3.9
3	COCCn1c(=O)c2c(nc3n2CCCN3CCc2ccccc2)n(C)c1=O	-8%	25%	-1%	-1%	0.7
4	O=C(CCN1CCCCC1)NNC(=O)C12CC3CC(CC(C3)C1)C2	-2%	17%	1%	-3%	0.3
5	COc1ccc(S(=O)(=O)NCCSCc2ccco2)cc1	-13%	?	-15%	-2%	0.2
6	CC(C)CC(NC(N)=O)C(=O)OCC(=O)NC(=O)NC1CCCC1 (configuration not stated)	1%	20%	-2%	3%	-2.9
7	COC(=O)[C@]12CCCCC=C1N(CCc1ccc(OC)c(OC)c1)C(=O)[C@H](CC(=O)NCCCN1CCCC1=O)C2	-5%	26%	-2%	-2%	0.0
8	COc1ccc(NC(=O)C2CCN(S(=O)(=O)c3cccc4nonc34)CC2)c(OC)c1	-4%	36%	-13%	-9%	1.0
9	Cc1ccc(S(=O)(=O)CCC(=O)OCc2cc(=O)oc3cc(C)ccc23)cc1	-9%	1%	-15%	23%	-0.4
10	CC(OC(=O)c1ccc(O)cc1)C(=O)Nc1cc(C(F)(F)F)ccc1Cl (configuration not stated)	-7%	4%	5%	22%	-2.5
11	O=[N+]([O-])c1cc(C(F)(F)F)ccc1NCCc1c[nH]c2ccccc12	-7%	2%	0%	32%	-0.8
12	CCOCCCN(C)C1CCN(C(=O)c2oc3ccccc3c2NC(=O)c2ccc(F)cc2)CC1	6%	4%	-9%	13%	3.4

entry	EPAC1 agonist	aSyn yeast inh	PI5P4K alpha inh	EPAC1 antagonist
1	3%	-1%	13	-13%
2	10%	5%	·	-4%
3	-8%	4%	-1	4%
4	3%	-1%	1	23%
5	0%	0%	-19	2%
6	6%	2%	1	-2%
7	0%	2%	0	-9%
8	7%	2%	-2	-16%
9	1%	0%	-3	-1%
10	-5%	-6%	24	-20%
11	10%	4%	1	-21%
12	15%	-4%	5	3%

Reformatted with one line to a screen: entries from further up
7: COC(=O)[C@]12CCCCC=C1N(CCc1ccc(OC)c(OC)c1)C(=O)[C@H](CC(=O)NCCCN1CCCC1=O)C2
12: CCOCCCN(C)C1CCN(C(=O)c2oc3ccccc3c2NC(=O)c2ccc(F)cc2)CC1

assay / compound,7,12
WRN helicase inh,-5%,6%
FUS suppressor,26%,4%
PLK1 PBD inh,-2%,-9%
Abeta yeast res,-2%,13%
IL2 activator,0.0,3.4
EPAC1 agonist,0%,15%
aSyn yeast inh,2%,-4%
PI5P4K alpha inh,0,5
EPAC1 antagonist,-9%,3%

(list continues)
entry	Structure	WRN helicase inh	FUS suppressor	PLK1 PBD inh	Abeta yeast res	IL2 activator
13	CN(C)CCN1C(=O)C(=O)/C(=C(/O)c2ccc(F)cc2)C1c1ccccc1F (configuration not stated)	4%	-8%	-7%	4%	-1.0
14	O=C(CCn1[nH]c(=O)c2ccccc2c1=O)NCCO	-21%	10%	-15%	-14%	-1.9
15	Clc1cccc(/C=N/Nc2nc(Cl)nc3ccccc23)c1	-11%	18%	-3%	-4%	-1.1
16	CCCNC(=S)N1CCCC(c2nc3ccccc3[nH]2)C1 (configuration not stated)	1%	10%	-6%	-9%	-0.1
17	COc1ccc(/C=C/C(=O)N2CCC(c3ccccc3)C2)cc1 (configuration not stated)	-14%	10%	0%	0%	-0.4
18	Cc1ccc(S(=O)(=O)N2CCN(C)CC2)c2nsnc12	3%	5%	2%	3%	0.8
19	O=C(CSc1nc2[nH]ncc2c(=O)[nH]1)Nc1ccc(OC(F)(F)F)cc1	-4%	13%	-5%	3%	-2.6
20	N#Cc1ccccc1OCC(=O)OCC(=O)NC1CCS(=O)(=O)C1 (configuration not stated)	-1%	-10%	-12%	2%	0.3
21	CC(C)Cc1cc(C(=O)N(C)C2CCCN(Cc3ccccc3F)C2)n(C)n1 (configuration not stated)	-6%	-7%	-20%	1%	-2.7
22	COCCn1c(SC(C)C(=O)Nc2ccc(N3CCOCC3)cc2)nnc1-c1ccncc1 (configuration not stated)	2%	-7%	-2%	0%	0.5
23	COCCn1c(-c2ccc(OC)cc2)cnc1SCC(=O)Nc1cc(C)on1	11%	17%	-10%	-2%	-2.1
24	CCOC(=O)C1CCN(C(=O)CN(Cc2ccccc2)S(C)(=O)=O)CC1	3%	-7%	-8%	1%	1.7

entry	EPAC1 agonist	aSyn yeast inh	PI5P4K alpha inh	EPAC1 antagonist
13	15%	?	·	-11%
14	8%	0%	·	6%
15	0%	1%	·	-11%
16	-2%	1%	1	-21%
17	1%	15%	1	?
18	2%	2%	1	12%
19	-9%	-6%	25	-11%
20	0%	-5%	5	-8%
21	1%	-5%	2	-23%
22	3%	-7%	6	-9%
23	-3%	-8%	-2	-1%
24	4%	20%	·	-6%

Sorted by count of non-hydrogen atoms (ascending): part of the list above.
entry	Structure	WRN helicase inh	FUS suppressor	PLK1 PBD inh	Abeta yeast res	IL2 activator
15	Clc1cccc(/C=N/Nc2nc(Cl)nc3ccccc23)c1	-11%	18%	-3%	-4%	-1.1
19	O=C(CSc1nc2[nH]ncc2c(=O)[nH]1)Nc1ccc(OC(F)(F)F)cc1	-4%	13%	-5%	3%	-2.6
13	CN(C)CCN1C(=O)C(=O)/C(=C(/O)c2ccc(F)cc2)C1c1ccccc1F (configuration not stated)	4%	-8%	-7%	4%	-1.0

entry	EPAC1 agonist	aSyn yeast inh	PI5P4K alpha inh	EPAC1 antagonist
15	0%	1%	·	-11%
19	-9%	-6%	25	-11%
13	15%	?	·	-11%

Carrying on.
entry	Structure	WRN helicase inh	FUS suppressor	PLK1 PBD inh	Abeta yeast res	IL2 activator
25	COc1cccc(Oc2ccc(N)cc2)c1	-3%	34%	-2%	5%	-0.7
26	COC(=O)c1ccc2c(=O)n(-c3ccccc3F)c(=S)[nH]c2c1	-6%	9%	-10%	-7%	-0.3
27	CCc1ccc(OCCCC(=O)Nc2ccc(S(=O)(=O)Nc3cc(C)nc(C)n3)cc2)cc1	-7%	8%	-6%	11%	-0.4
28	Cc1onc(-c2ccccc2)c1C(=O)N=C(N)c1ccc(Cl)cc1	-4%	-7%	-2%	2%	-1.0
29	CN1CCCN(C(=O)c2ccc(Br)cc2)CC1	3%	2%	5%	4%	-1.7
30	O=C(CN1C(=O)c2ccccc2C1=O)Nc1ccc(Cl)cn1	0%[57.1 µM]	0%	27µM*	0%	-1.1
31	CCCOc1ccc(/C=N/NC(=O)c2ccc3c(c2)OCO3)c(OCCC)c1	5%[57.1 µM]	-6%	-2%	-14%	-0.9
32	CCN(CC(=O)Nc1c(F)cccc1F)C(=O)c1cnccn1	5%	-16%	2%	13%	2.8
33	CCC(CC)C(=O)N(C)c1c(C)nc2c(OCC(=O)N(C)C)cccn12	-5%	-18%	-4%	-6%	0.4
34	Cn1cc(C(=O)N2CCN(c3ccccn3)CC2)c(=O)c2cc(S(=O)(=O)N3CCOCC3)ccc21	13%	2%	-7%	5%	0.3
35	O=C1NC[C@@H](CCCCN2CCN(CCc3ccccc3)C(=O)C2=O)N(CCC2CCCCC2)C1=O	0%	5%	2%	-6%	0.7
36	COc1ccc(C(C(=O)OCCN(C)C)c2ccccc2)cc1 (configuration not stated)	2%[57.1 µM]	-11%	0%	9%	2.1

entry	EPAC1 agonist	aSyn yeast inh	PI5P4K alpha inh	EPAC1 antagonist
25	0%	11%	·	0%
26	7%	-3%	-16	13%
27	-3%	5%	-4	-8%
28	8%	-10%	7	7%
29	-6%	7%	3	-10%
30	8%	-4%	2	-29%
31	4%	-7%	-3	-4%
32	6%	4%	-1	0%
33	-9%	-1%	-2	-1%
34	-3%	-1%	8	-4%
35	-2%	-1%	-3	-12%
36	0%	9%	5	5%

(list continues)
entry	Structure	WRN helicase inh	FUS suppressor	PLK1 PBD inh	Abeta yeast res	IL2 activator
37	O=C(NCCc1ccc(Cl)cc1)c1ccc2[nH]c(=O)c(=O)[nH]c2c1	-10%	2%	-9%	2%	0.6
38	O=C(NCc1ccco1)C(c1ccncc1)N(C(=O)Cn1nnc2ccccc21)c1ccccc1 (configuration not stated)	-2%[57.1 µM]	-17%	6%	2%	0.8
39	CCN(CC)S(=O)(=O)c1ccc(N2CCCC2)c(NC(=O)Cc2cc(OC)c(OC)c(OC)c2)c1	-3%	12%	1%	-1%	0.6
40	CCCCC[C@@H](C)N1C[C@@H](COCc2ccccc2)Oc2cc(N3CCC[C@@H]3CO)ccc2S1(=O)=O	-13%	?	-3%	4%	-0.5
41	COCCSc1ccccc1C(=O)Nc1ccccc1C#N	-2%	-3%	-15%	-22%	1.1
42	O=C(Nc1ccccn1)c1cc2cc([N+](=O)[O-])ccc2s1	3%	-2%	-2%	-3%	-0.5
43	COCCCNCC(=O)Nc1ccc(OC(F)(F)F)cc1	-19%	-12%	4%	15%	0.2
44	CCCCN(C)C(=O)c1sc(=O)n(Cc2ccccc2F)c1C	9%[57.1 µM]	0%	1%	-10%	0.0

entry	EPAC1 agonist	aSyn yeast inh	PI5P4K alpha inh	EPAC1 antagonist
37	12%	5%	-8	?
38	2%	5%	1	22%
39	-12%	-6%	3	2%
40	-10%	11%	17	-9%
41	-2%	2%	-8	-4%
42	-7%	1%	-1	-1%
43	0%	-8%	-2	-2%
44	-14%	7%	2	-19%

Source: PubChem BioAssay (National Center for Advancing Translational Sciences (NCATS))
